Assay outcomes (PubChem)
XBP1 UPR activ = adaptive UPR (XBP1) activation. CHO-XBP1 luciferase reporter, IRE1-XBP1 UPR activation, luminescence; percent of tunicamycin response, DMSO as zero. hit rate 0.33% among 330,000. activation, % at 20 µM;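 active means versus positive control, 20 µM dose yields 30% or more activation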;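 further: 100% = tunicamycin at 10 µg/mL and 0% = DMSO only wells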
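Material: CHO-XBP1 cells stably carrying IRE1-XBP1-driven luciferase reporter / Amount: 1000 cells per well / Compound: 20 µM, 1% DMSO / Times: 6 h treatment, 37 °C / Detection: luciferase luminescence / Measure: % activation of reporter signal versus tunicamycin and DMSO controls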
TIM10 inh = TIM10 yeast growth inhibition; S. cerevisiae TIM10 strain growth, BacTiter-Glo luminescence, 24 h; inhibition, % at 10 µM; hit rate 1.4% among 330,000;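 active means inhibition of 40% or more at the single tested concentration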;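 further: wild-type TIM10 isogenic control strain grown at permissive 25 °C; 0% = DMSO yeast wells and 100% = minimal medium wells without yeast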
tim23-1 inh = inhibits growth of tim23-1 mutant yeast; S. cerevisiae tim23-1 growth, BacTiter-Glo luminescence, 24 h; hit rate 1.3% among 330,000; inhibition, % at 20 µM;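 active means growth inhibition of the mutant yeast at or above 50%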;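 further: temperature-sensitive mutant grown at 25 °C; plate controls were DMSO-treated mutant yeast for no effect and medium wells lacking yeast for full effect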
tim10-1 inh = growth inhibitors of tim10-1 mutant yeast. S. cerevisiae tim10-1 ts strain growth, BacTiter-Glo, 24 h. inhibition, % at 20 µM. hit rate 2.2% among 330,000;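 active means inhibition of at least 40%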;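 further: mutant grown at 25 °C; 0% = DMSO wells with yeast and 100% = wells holding no yeast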
Mdm2-MdmX inh = disrupts the human Mdm2-MdmX interaction. hit rate 3% among 330,000. O15151+Q00987. AID 485346. SaOS-2 split-luciferase Mdm2/MdmX complementation, luminescence. inhibition, % at 8 µM;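 active means inhibition of at least 50% at 8 µM in the primary screen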
Target sequence (O15151 whole entry, looked up): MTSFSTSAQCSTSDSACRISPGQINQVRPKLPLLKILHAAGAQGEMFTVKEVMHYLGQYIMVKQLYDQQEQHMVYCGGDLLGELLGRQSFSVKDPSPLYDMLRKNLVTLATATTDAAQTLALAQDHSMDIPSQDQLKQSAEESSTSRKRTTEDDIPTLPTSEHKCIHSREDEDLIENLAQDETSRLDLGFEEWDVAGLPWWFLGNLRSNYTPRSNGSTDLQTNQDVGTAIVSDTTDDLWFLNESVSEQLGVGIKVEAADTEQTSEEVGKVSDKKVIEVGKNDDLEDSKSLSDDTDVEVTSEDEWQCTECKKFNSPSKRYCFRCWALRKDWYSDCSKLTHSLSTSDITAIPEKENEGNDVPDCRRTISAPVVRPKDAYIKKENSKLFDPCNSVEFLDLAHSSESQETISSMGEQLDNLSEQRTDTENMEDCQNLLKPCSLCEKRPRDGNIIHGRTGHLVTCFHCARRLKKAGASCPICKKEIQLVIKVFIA
Target sequence (Q00987 whole entry, looked up): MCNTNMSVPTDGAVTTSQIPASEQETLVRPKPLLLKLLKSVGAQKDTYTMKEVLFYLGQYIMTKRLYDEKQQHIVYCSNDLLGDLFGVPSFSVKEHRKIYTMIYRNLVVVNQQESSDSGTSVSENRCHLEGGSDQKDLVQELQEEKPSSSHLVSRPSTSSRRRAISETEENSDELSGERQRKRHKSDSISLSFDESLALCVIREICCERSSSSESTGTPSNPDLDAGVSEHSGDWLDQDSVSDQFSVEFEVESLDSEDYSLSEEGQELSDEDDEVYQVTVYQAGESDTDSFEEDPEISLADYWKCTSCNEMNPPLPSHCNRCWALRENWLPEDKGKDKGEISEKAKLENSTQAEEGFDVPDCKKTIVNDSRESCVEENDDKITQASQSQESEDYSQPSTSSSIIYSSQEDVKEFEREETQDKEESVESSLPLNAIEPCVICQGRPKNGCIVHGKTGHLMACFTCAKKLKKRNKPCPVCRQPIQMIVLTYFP
697 NFkB inh = lowers PMA/ionomycin-induced NF-kB signal in 697 B cells; 697 B-cell NF-kB luciferase reporter, 16 h; inhibition, % at 4 µM; hit rate 0.33% among 330,000; in the data active means inhibition above about 35%
Jurkat NFkB inh = lowers PMA/ionomycin-induced NF-kB signal in Jurkat cells; PMA/ionomycin-induced NF-kB luciferase reporter, luminescence; inhibition, % at 4 µM; hit rate 0.53% among 330,000; in the data active means inhibition above about 50%
UPR CHOP act = activators of apoptotic arm of unfolded protein response (CHOP). hit rate 0.34% among 330,000. activation, % at 10 µM. AID 449763. CHO-CHOP luciferase reporter, UPR activation, luminescence; percent of tunicamycin response over DMSO baseline;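 active means at 10 µM dose, activation of 40% or more, normalized to positive control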;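 further: 100% = tunicamycin at 10 µg/mL and 0% = DMSO alone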
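assay system = CHO CHOP reporter cells | amount = 500 CHO-CHOP cells per well | buffer or medium = F12 with 10% FBS | incubation = 16-18 h cell attachment, then 6 h compound exposure, 37 °C | detection = luminescence read with Steady-Glo | read-out = percent activation relative to tunicamycin control | controls = tunicamycin high control, DMSO low control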
An asterisk follows results filed as active.

Each structure is followed by: tim10-1 inh | Jurkat NFkB inh | Mdm2-MdmX inh | XBP1 UPR activ | UPR CHOP act | tim23-1 inh | TIM10 inh | 697 NFkB inh
[1] COc1ccc(OC)c(S(=O)(=O)N2CCc3ccccc32)c1
  -8 | -4 | 9 | -1 | 5.4 | -10 | 25 | -2
[2] Cc1ccc2c(c1)c1c(n2CC(O)Cn2c(C)nc3ccccc32)/C(=N\O)CCC1 (centres undefined)
  16 | 24 | 60* | 2 | -1.4 | -76 | 22 | 20
[3] O=C(NCC1CCCO1)c1cc(C(=O)C2CC2)c[nH]1 (centres undefined)
  12 | -3 | 10 | -1 | 0.5 | 1 | -4 | 6
[4] Cc1cc(=O)oc2cc(Nc3ccccc3)ccc12
  4 | -35 | -33 | 4 | 11 | 7 | 10 | -30
[5] CC(=O)N1CCC(C(=O)NC2CCCc3c2cnn3-c2cc(F)cc(F)c2)CC1 (centres undefined)
  -10 | 1 | 6 | -6 | 1.9 | 2 | 0 | 15
[6] CCOC(=O)c1c(C)[nH]c(C(=O)COC(=O)c2c(CC)noc2C)c1C
  -5 | -5 | 6 | 1 | 0.5 | 10 | 2 | 19
[7] COc1cc2c(cc1OC)C(CCc1ccccc1)=NCC2
  14 | -2 | 12 | 1 | -0.9 | 2 | 11 | -1
[8] CC(=O)N/C(=C\c1ccccc1)C(=O)OCC(=O)c1ccccc1
  -8 | 7 | 11 | -1 | 2.4 | -4 | 3 | 3
[9] CC(=O)Nc1ccc(NC(=O)c2ccccc2-n2cnnn2)cc1
  2 | 2 | 6 | 2 | 1.7 | 4 | 2 | 19
[10] Cc1cc(C(=O)Nn2c(C)nc3ccccc3c2=O)ccc1[N+](=O)[O-]
  4 | 8 | -4 | -2 | -4.0 | 14 | 4 | -2
[11] CC(=O)c1ccc(S(=O)(=O)N2CCC(NC(=O)c3ccccc3)CC2)cc1
  8 | 10 | 13 | -2 | 2.8 | 14 | -6 | 8
[12] CN1CCN(CCCNC(=O)c2ccc3c(Cl)c4c(nc3c2)CCCC4)CC1
  0 | -9 | 76* | 1 | 1.0 | -14 | -2 | -24
[13] COCCn1c(SCc2ccc(C(=O)OC)o2)nc2cc(Cl)ccc2c1=O
  26 | 5 | -19 | 0 | -1.5 | 35 | 16 | -61
[14] COc1cccc(CNC(=O)CC(NC(=O)c2ccccc2)c2ccccc2)c1 (centres undefined)
  11 | 15 | -13 | -3 | 0.2 | 15 | 5 | 14
[15] O=C(COC(=O)c1ccccc1O)NCc1ccc2c(c1)OCO2
  21 | -49 | -16 | 0 | 1.4 | 11 | 1 | -4
[16] Cc1ccc(N(CC(=O)NCc2ccc(F)cc2)C(=O)CCC(=O)Nc2ccccn2)cc1C
  9 | 17 | -6 | -5 | 0.9 | 13 | 13 | 11
[17] S=C(NCc1ccco1)Nc1ccc2c(c1)OCCO2
  8 | -19 | 4 | -3 | 4.2 | 8 | 12 | -29
[18] COc1ccc(NC(=O)CC2Nc3cccc4cccc(c34)NC2=O)cc1 (centres undefined)
  7 | 13 | 8 | -3 | 0.7 | 3 | 10 | 20
[19] COc1ccc(CCNC(=O)Cn2nnc(-c3ccc(OC)c(OC)c3)n2)cc1OC
  18 | -7 | 6 | -2 | 0.6 | 9 | 4 | 3
[20] C/C=N/NC(=O)c1cc(Br)ccc1O
  12 | -4 | -1 | -2 | -0.2 | 8 | -1 | -11
[21] O=C(Cc1cccc2ccccc12)Nc1ccc2oc(-c3ccccc3)nc2c1
  9 | 6 | 26 | 3 | 12 | 10 | 0 | -50
[22] Cc1ccc(NC(=O)CSc2ncc(S(=O)(=O)c3ccccc3)c(=O)[nH]2)cc1C
  -4 | -2 | -18 | -2 | 1.2 | 17 | 7 | 1
[23] Cc1ccc(N2C(=O)CSC2c2cccnc2)cc1F (centres undefined)
  9 | 1 | -5 | -1 | -1.8 | -24 | -20 | 20
[24] O=C(c1cccc(N2C(=O)C3C4C=CC(C4)C3C2=O)c1)N1CCCCCC1 (centres undefined)
  6 | -4 | 9 | -2 | -0.6 | 15 | 13 | 7
[25] O=C(CN1C(=O)NC2(CCCC2)C1=O)N1CCN(S(=O)(=O)c2cc(Cl)ccc2Cl)CC1
  -7 | 6 | 4 | 0 | 2.3 | 5 | -5 | 10
[26] O=C(CSc1ccc2nnc(CCNC(=O)c3ccccc3)n2n1)Nc1ccccc1F
  7 | 0 | 18 | -1 | -0.1 | -13 | 7 | -5
[27] Cc1nc(C(=O)NC2CCOCC2)sc1C1(C)CC(c2cccc([N+](=O)[O-])c2)=NO1 (centres undefined)
  -15 | 16 | 34 | 1 | -1.6 | -4 | -9 | 1
[28] COc1ccccc1N1CCN(CC(=O)Nc2nccs2)CC1
  -13 | 0 | 5 | -1 | -0.2 | -6 | 0 | -4
[29] Cc1cccc(CCN2C(N(C)C)=NC[C@@H]2Cc2ccccc2)c1
  6 | 8 | 18 | -1 | 0.1 | 2 | 6 | -6
[30] Nn1c(Nc2ccc(Cl)cc2)nncc1=O
  -2 | -13 | 1 | 0 | -0.7 | 14 | -1 | 4
[31] Cc1ccnc(NS(=O)(=O)c2ccc(NC(=O)C3COc4ccccc4O3)cc2)n1 (centres undefined)
  12 | 4 | 8 | -1 | 0.1 | 11 | 7 | 12
[32] COc1cc(/C=N/NC(=O)c2cccc(C(=O)N/N=C/c3ccc(O)c(OC)c3)n2)ccc1O
  8 | -3 | 6 | -3 | -1.2 | -10 | 2 | -4
[33] Cc1cc(C=O)c(C)n1-c1cccc(C(=O)O)c1
  2 | 16 | 16 | -3 | -1.6 | 1 | -4 | 26
[34] COc1cc(C(C)=O)ccc1COc1ccc(C(=O)OC(C)C(=O)NC(N)=O)cc1OC (centres undefined)
  10 | 6 | -27 | -3 | 0.3 | 0 | 12 | 23
[35] CN1CCN(S(=O)(=O)c2ccc(NC(=O)c3ccccc3F)cc2)CC1
  -12 | -11 | 24 | -6 | -1.9 | -10 | 0 | -3
[36] Cc1ccc(Nc2nc3nonc3nc2N(C)C)cc1
  22 | 4 | -8 | 2 | -1.0 | 11 | 0 | 15
[37] Cc1onc(-c2c(F)cccc2Cl)c1C(=O)N1CCc2ccccc2C1
  14 | 28 | 8 | -4 | -0.9 | 25 | 17 | 7
[38] COC(=O)c1ccc(C(=O)OC)c(NC(=S)N2CCCCC2C)c1 (centres undefined)
  4 | 16 | -2 | 2 | 2.0 | 16 | 8 | -4
[39] O=S(=O)(c1ccc(F)cc1)n1ccc(-c2cnc(-c3ccccc3)s2)n1
  24 | -97 | -53 | 1 | 0.5 | 20 | 16 | -78
[40] O=C(OCn1nnc2ccccc2c1=O)c1ccc(Br)o1
  34 | 20 | 16 | -1 | -1.3 | 31 | 7 | 19

Printed as active in Mdm2-MdmX inh (from the list above):
item | SMILES | Jurkat NFkB inh | Mdm2-MdmX inh | XBP1 UPR activ | 697 NFkB inh
2 | Cc1ccc2c(c1)c1c(n2CC(O)Cn2c(C)nc3ccccc32)/C(=N\O)CCC1 (centres undefined) | 24 | 60* | 2 | 20
12 | CN1CCN(CCCNC(=O)c2ccc3c(Cl)c4c(nc3c2)CCCC4)CC1 | -9 | 76* | 1 | -24

Following part:
Each structure is followed by: tim10-1 inh | Jurkat NFkB inh | Mdm2-MdmX inh | XBP1 UPR activ | UPR CHOP act | tim23-1 inh | TIM10 inh | 697 NFkB inh
[41] CCCc1cc(=O)[nH]c(Nc2ccc(Cl)cc2)n1
  -10 | 0 | 12 | -5 | -1.4 | -6 | -5 | 8
[42] COc1ccc(C(=O)O/N=C(\N)Cc2cccs2)cc1OC
  26 | 4 | 86* | -1 | 1.6 | 33 | 37 | -65
[43] CCOc1cc([N+](=O)[O-])cc(/C=C2/NC(=O)N(Cc3ccccc3F)C2=O)c1O
  2 | -4 | 25 | -2 | -0.4 | 13 | 14 | 26
[44] CCc1ccc(/C=C(\C#N)C(=O)NC2CCS(=O)(=O)C2)cc1 (centres undefined)
  22 | -4 | -21 | -1 | -0.5 | 35 | 12 | 5
[45] Cc1ccc2oc(C(=O)N(CCO)Cc3ccccc3)c(C)c2c1
  -15 | -16 | 22 | -2 | -0.3 | 21 | -8 | -16
[46] COc1ccc(S(=O)(=O)N2CCCCCC2)cc1NC(=O)CN1C(=O)NC(C)(c2ccc(C)cc2)C1=O (centres undefined)
  5 | 29 | 1 | 1 | 0.0 | 3 | -2 | 19
[47] CC1CCC(C#N)(N(C)C(=O)CSc2nnc(C3CC3)n2C2CC2)CC1 (centres undefined)
  8 | -16 | 10 | -2 | 0.8 | -16 | -1 | 4
[48] COc1ccc(Cc2nnc(NC(=O)CS(=O)(=O)c3ccccc3)s2)cc1OC
  14 | -21 | 3 | 0 | -0.2 | 6 | -18 | -18
[49] COc1ccc(Cl)cc1S(=O)(=O)n1cnc2ccccc21
  20 | 22 | 37 | 9 | 0.6 | 28 | -2 | -19
[50] Brc1ccc(CN2CCN(Cc3c[nH]c4ccccc34)CC2)cc1
  21 | 4 | 40 | 14 | 13 | 18 | 14 | 3
[51] CCCCOC(=O)/C=C/c1c(C)[nH]c(=O)[nH]c1=O
  1 | -2 | 12 | 0 | 2.5 | 14 | 2 | 17
[52] COc1ccc(C(=O)OCCN2CCN(C3=NS(=O)(=O)c4ccccc43)CC2)cc1OC
  3 | 16 | 11 | -3 | -1.1 | 10 | 0 | 8
[53] CSc1ncccc1C(=O)N1CCN(S(=O)(=O)c2ccc(F)cc2)CC1
  12 | 9 | 0 | -4 | 2.9 | 3 | 15 | 18
[54] COc1cc(C(=O)N[C@H](C(=O)NC(C)C23CC4CC(CC(C4)C2)C3)C(C)C)cc(OC)c1OC (some centres undefined)
  17 | 3 | -7 | -4 | 0.3 | 16 | 9 | -12
[55] O=C(Cc1c[nH]c2ccccc12)Nc1ccc(N2CCOCC2)cc1
  16 | -12 | 18 | -1 | 2.0 | 4 | -5 | -10
[56] CC(C)(C)c1ccc(C(=O)NNC(=O)CCc2ccccc2)cc1
  7 | -6 | 34 | -1 | 0.3 | -4 | -5 | 3
[57] CCCC(=O)Nc1nnc(SCC(=O)NCc2ccc3c(c2)OCO3)s1
  5 | -15 | -12 | 1 | -0.1 | 13 | 3 | 3
[58] c1ccc(-c2cnc(CSc3nnc4ccccn34)o2)cc1
  14 | -48 | -69 | -3 | 4.3 | -6 | 11 | -118
[59] COc1ccc(NC(=S)NCc2ccc(S(N)(=O)=O)cc2)c(OC)c1
  -4 | 9 | 8 | -1 | 0.4 | -2 | 3 | 11
[60] O=[N+]([O-])c1ccc(-c2cn3ccccc3n2)cc1
  4 | -83 | -55 | -3 | 3.5 | 18 | 3 | -144
[61] COc1ccc(Oc2cc(NN3CCCCC3)c([N+](=O)[O-])cc2[N+](=O)[O-])cc1OC
  6 | -1 | 20 | 0 | 4.0 | 20 | 0 | -7
[62] COc1cc(C(=O)Nc2cc(-c3nc4cc(C)ccc4o3)ccc2C)cc(OC)c1OC
  -10 | -81 | 49 | 131* | 19 | 4 | -2 | -153
[63] Cc1ccc(CNC(=O)C2CCCN2S(=O)(=O)c2ccc(F)cc2)cc1 (centres undefined)
  -1 | -3 | 22 | -4 | 0.2 | 15 | 0 | -5
[64] O=[N+]([O-])c1cccc(C(=S)N2CCN(c3ccc(F)cc3)CC2)c1
  30 | 13 | -23 | -5 | -1.3 | 2 | 13 | 11
[65] COC(=O)Cc1c[nH]c2cccc(OCC(O)CN(Cc3ccccc3)C(C)C)c12 (centres undefined)
  -103 | -7 | 33 | -3 | -0.5 | -115 | -111 | 12

Full records, quoted from the list.
Shown for COc1cc(C(=O)Nc2cc(-c3nc4cc(C)ccc4o3)ccc2C)cc(OC)c1OC → tim10-1 inh = -10; Jurkat NFkB inh = -81; Mdm2-MdmX inh = 49; XBP1 UPR activ = 131*; UPR CHOP act = 19; tim23-1 inh = 4; TIM10 inh = -2; 697 NFkB inh = -153
Shown for O=[N+]([O-])c1cccc(C(=S)N2CCN(c3ccc(F)cc3)CC2)c1 → tim10-1 inh = 30; Jurkat NFkB inh = 13; Mdm2-MdmX inh = -23; XBP1 UPR activ = -5; UPR CHOP act = -1.3; tim23-1 inh = 2; TIM10 inh = 13; 697 NFkB inh = 11
